Gal4-VP16 FLuc: VP16 counterscreen qHTS for inhibitors of ROR gamma transcriptional activity. 310,000 tested, 3.5% active. Drosophila S2 Gal4-VP16 UAS-luciferase, luminescence, 20 h. AID 2546, 2010. Potency, µM (series often up to 53.6 µM), without a hit: at the highest dose activity, negative = inhibition, most hits filed as inhibitors;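 also: Gal4-VP16 expression switched on by copper sulfate through the metallothionein promoter; potency is read from the fitted curve at half-maximal effect; % is scaled to controls: 0 for no effect and ±100 for the full control effect; nearly all actives have a fitted effect of over 50% in size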
FLuc modulator: qHTS profiling assay for firefly luciferase inhibitor/activator using purifed enzyme and Km concentrations of substrates (counterscreen for miR-21 project); AID 588342, 2011; purified FLuc, Km substrates, luminescence inhibition; Potency, µM (top dose mostly 57.5 µM), inactives show top-dose activity change, negative = inhibition, actives largely listed as inhibitors; Luciferin 4-monooxygenase (Photinus pyralis), P08659; 360,000 tested, 6.9% active;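 also: potency is read from the fitted curve at half-maximal effect; plate controls were vehicle for no effect and reference inhibitor for full effect; nearly all actives have a fitted effect of over 55% in size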
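Purified P. pyralis luciferase (10nM final) with 10uM D-luciferin and 10uM ATP (Km levels) in 50mM Tris acetate pH 7.5, 10mM Mg acetate, 0.01% Tween-20, 0.05% BSA; qHTS 6-point titration, ~60 µM downward; luminescence read.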
NPC1 promoter act: qHTS Assay for NPC1 Promoter Activators | 320,000 tested, 2.4% active | Potency, µM (doses to about 9.22 µM), for the others: top-dose activation, hits mostly activators | Huh7 NPC1 promoter luciferase reporter, 24 h;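 also: potency is read from the fitted curve at half-maximal effect; % of control where 0% means no effect; nearly all actives have a fitted effect of over 60% in size; reporter is driven by a mutant NPC1 promoter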
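Readout is luciferase luminescence, reflecting NPC1 promoter activation in stably transfected Huh7 cells after 24 h compound exposure at 37 °C in reduced-serum medium with 10% FBS.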
Giardia killer: Small Molecules that selectively kill Giardia lamblia: qHTS; Giardia lamblia trophozoite viability; activity change, % at 7.66 µM, hits read low; 340,000 tested, 0.15% active; in the data active = activity change below about -80%; inconclusive = between about -30% and that limit;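 also: parasites exposed to compound for two days anaerobically before the ATP read; % is scaled to controls: 0 for no effect and ±100 for the full control effect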
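Giardia trophozoites, 100 cells per well, were exposed to compounds for 48 hrs at 37 deg C under anaerobic conditions; viability was then read as ATP content by bioluminescence after 15-30 min at room temperature.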
RORg inh: qHTS for inhibitors of ROR gamma transcriptional activity | Nuclear receptor ROR-gamma (Mus musculus), P51450 | Drosophila S2 Gal4-RORgamma UAS-luciferase reporter, 20 h | 310,000 tested, 5.4% active | Potency, µM (doses to about 53.6 µM), for the others: at the highest dose activity change, negative = inhibition, usual class: inhibitors; also: potency is read from the fitted curve at half-maximal effect; % is scaled to controls: 0 for no effect and ±100 for the full control effect; nearly all actives have a fitted effect of over 60% in size
Target sequence (P51450 whole entry, looked up, the tested form may be a part): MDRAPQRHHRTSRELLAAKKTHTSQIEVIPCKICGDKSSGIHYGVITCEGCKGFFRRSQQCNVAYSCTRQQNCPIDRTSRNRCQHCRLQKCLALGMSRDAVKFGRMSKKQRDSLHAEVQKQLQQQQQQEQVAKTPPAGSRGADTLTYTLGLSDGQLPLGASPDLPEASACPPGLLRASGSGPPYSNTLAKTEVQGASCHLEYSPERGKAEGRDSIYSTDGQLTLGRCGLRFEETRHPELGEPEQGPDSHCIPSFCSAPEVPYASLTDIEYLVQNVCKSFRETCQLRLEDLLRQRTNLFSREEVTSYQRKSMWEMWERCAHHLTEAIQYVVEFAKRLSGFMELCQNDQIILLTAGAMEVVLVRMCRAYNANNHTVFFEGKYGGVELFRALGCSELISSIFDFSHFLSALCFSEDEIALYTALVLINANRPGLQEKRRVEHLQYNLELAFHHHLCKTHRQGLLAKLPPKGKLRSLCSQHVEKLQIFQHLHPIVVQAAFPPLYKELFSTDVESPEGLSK
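Compounds are pin-transferred onto Drosophila Schneider cells expressing a copper-inducible Gal4–ROR gamma transactivation domain fusion. After 1 hr, copper sulfate is added to 700 uM final; luciferase is read 20 hr later.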
ELG1 genotox: qHTS screen for small molecules that induce genotoxicity in human embryonic kidney (HEK293T) cells expressing luciferase-tagged ELG1; Potency, µM (doses to about 46 µM), for inactives: at the top dose activity change, positive = activation, hits mostly activators; 330,000 tested, 1.3% active; AID 504466, 2011; HEK293T ELG1-luciferase reporter, luminescence, 16 h; also: potency is read from the fitted curve at half-maximal effect; % of control where 0% means no effect; nearly all actives have a fitted effect of over 60% in size
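DMSO vehicle served as control against compound-treated ELG1-luciferase HEK293T cells; exposure lasted 16 hr at 37 °C and 5% CO2, followed by ONE-Glo luminescence detection after 30 min.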
KCNH2 3.1 block: qHTS for Inhibitors of KCHN2 3.1: Mutant qHTS | Potassium voltage-gated channel subfamily H member 2, brain isoform KCNH2 3.1 (human) | U2OS KCNH2 3.1, thallium flux FluxOr; hits give low values | activity change, % (tested at about 1.8 µM) | 340,000 tested, 0.95% active;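 active = maximum activity change below -70%; inconclusive = maximum activity change from -70% to -50%; inactive = maximum activity change above -50%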;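 also: thallium influx rate constant from kinetic fluorescence after stimulation buffer; % is scaled to controls: 0 for no effect and ±100 for the full control effect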
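We transduce U2OS cells with the mutant 3.1 virus, culture them overnight, load FluxOr with Red40 quencher for 45 min, then add stimulation buffer and read kinetically for 2 min to derive a normalized rate constant.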
uPA generation: qHTS for Inhibitors of Cell Surface uPA Generation. Potency, µM (doses to about 38.3 µM), without a hit: at the top dose activity change, negative = inhibition, most hits filed as inhibitors. cell surface uPA generation assay, qHTS. AID 540303, 2011. 330,000 tested, 0.31% active; active = well fitted inhibition curve with a large enough effect; inconclusive = small, poorly fitted or top-dose-only effect; inactive = no such curve, though single readings can be large or run the other way; tested in mouse RAW 264.7 cells; also: potency is read from the fitted curve at half-maximal effect; % is scaled to controls: 0 for no effect and ±100 for the full control effect; nearly all actives have a fitted effect of over 55% in size
Tb PFK inh: qHTS Assay to Find Inhibitors of T. brucei phosphofructokinase. T. brucei PFK, ADP-Glo luminescence. Potency, µM (highest dose often 57.5 µM), inactives show at the highest dose activity, negative = inhibition, actives largely listed as inhibitors. 330,000 tested, 0.17% active;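 also: potency is read from the fitted curve at half-maximal effect; 0% = uninhibited 1x PFK enzyme wells and -100% = no-enzyme wells; nearly all actives have a fitted effect of over 60% in size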
Target sequence (O15648 whole entry, looked up): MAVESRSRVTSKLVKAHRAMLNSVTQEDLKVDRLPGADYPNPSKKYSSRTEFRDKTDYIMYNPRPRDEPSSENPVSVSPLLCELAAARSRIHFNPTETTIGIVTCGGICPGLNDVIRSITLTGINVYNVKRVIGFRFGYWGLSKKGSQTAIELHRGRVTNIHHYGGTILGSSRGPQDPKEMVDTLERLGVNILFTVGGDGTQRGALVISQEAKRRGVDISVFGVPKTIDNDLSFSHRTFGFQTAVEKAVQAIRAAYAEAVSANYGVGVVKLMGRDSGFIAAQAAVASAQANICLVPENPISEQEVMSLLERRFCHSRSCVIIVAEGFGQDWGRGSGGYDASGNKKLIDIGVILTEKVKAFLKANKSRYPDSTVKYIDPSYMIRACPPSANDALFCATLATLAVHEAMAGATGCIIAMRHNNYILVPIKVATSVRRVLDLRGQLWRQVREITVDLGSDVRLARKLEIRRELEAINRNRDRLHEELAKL
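PFK 1.25 nM, F6P 0.5 mM, ATP 0.1 mM, 0.1 M TEA pH 8.0, 5 mM MgCl2, 0.01% Tween20, 0.1% BSA; 45 min RT. ADP-Glo readout. qHTS titration up to 57 uM; curves fitted, compounds curve-classed.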
Rab9 prom act: qHTS Assay for Rab9 Promoter Activators; 320,000 tested, 2.8% active; Potency, µM (doses to about 9.22 µM), for inactives: at the top dose activation, negative = inhibition, most hits filed as activators; Huh7 Rab9 promoter-luciferase reporter, luminescence, 24 h; also: potency is read from the fitted curve at half-maximal effect; % of control where 0% means no effect; nearly all actives have a fitted effect of over 60% in size
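Measured in stably transfected Huh7 cells bearing a Rab9 promoter–luciferase construct: 24 h compound treatment at 37 °C, followed by luminescence detection.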
FBPA coupling cs: qHTS Assay for Inhibitors of Fructose-1,6-bisphosphate Aldolase from Giardia Lamblia: Coupling assay counterscreen; 290,000 tested, 0.67% active; coupling enzyme system counterscreen, AmpLite Red fluorescence; activity change, negative = inhibition, % at 58.2 µM, hits read low; AID 2472, 2010; in the data active = activity change below about -30%; also: % is scaled to controls: 0 for no effect and ±100 for the full control effect
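Fluorescence at 525 nm excitation and 598 nm emission measured inhibition of the coupled detection system without aldolase. Compounds (at 57.5 uM final) were preincubated 10 min at room temperature with coupling enzyme reagent before a 20 min substrate/AmpLite Red step.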
Active calls of the source: *; ? = inconclusive; nt = not tested or not shown; & = joins results of further samples; [ ] = another dose, or the depositor's remark. Unless noted, calls follow the shape of the dose curve; as a rule, active = well fitted curve in the direction sought with a large enough effect; inconclusive = small, poorly fitted or top-dose-only effect, or another doubt; inactive = no such curve, though single readings can be large; an effect the other way counts as inactive or inconclusive. A portion of the library; rates above refer to the full screens.

SMILES	Gal4-VP16 FLuc	FLuc modulator	NPC1 promoter act	Giardia killer	RORg inh	ELG1 genotox	KCNH2 3.1 block	uPA generation	Tb PFK inh	Rab9 prom act	FBPA coupling cs
O=C(Cc1ccccc1)N1CCN(C2CCCCCC2)CC1	-9%	-1%	-7%	-17	4%	-1%	-2	-1%	0%	-9%	1
C[C@]12CCC3C(CC[C@H]4C[C@H](O)CC[C@]34C)C1C[C@@H](O)[C@@H]2O (some centres not stated)	nt	nt	nt	-1	nt	-3%	-15	3%	2%	nt	nt
CCC(C)N1CCN(C(=O)COc2ccc3ccccc3c2)CC1 (configuration not stated)	4%	-1%	-2%	13	4%	-4%	15	-1%	4%	4%	-2
C=CCC[C@H](Cc1ccc(F)cc1)C(=O)OC[C@H](Cc1c[nH]c2ccccc12)NC(=O)[C@@H](CC=C)CC(=O)N(CCO)Cc1ccccc1	nt	nt	nt	24	nt	-10%	-12	?	1%	nt	nt
Cc1ccc(C)c(NP(=O)(Oc2ccccc2)Oc2ccccc2)c1	-1%	2%	2%	?	-14%	-15%	-31	5%	1%	-1%[1.84 µM]	-7
Cc1cc(/C=C2\C(=O)NC(=O)N(c3ccccc3F)C2=O)c(C)n1-c1cc(C(=O)O)cc(C(=O)O)c1	-9%	?	4%	-7	26%	2%	-5	0%	-24%	9%	11
CCN(CC)c1ccc(N=Cc2c(O)n(-c3ccccc3)c(=O)[nH]c2=O)cc1	-14%	-16%	7%	4	-6%	1%	0	-29%	0%	10%	-10
CN1CCN(CCOC2c3ccccc3CSc3ccc(Cl)cc32)CC1 (configuration not stated)	5%	4%	1%	18	12%	-2%	-19	-16%	4%	2%	3
CCOP(=O)(C#CC(C)(C)C)C1(O)CCCCC1 (configuration not stated)	-3%	1%	13%	8	-11%	-5%	-17	5%	-2%	15%	3
CN(C)C(=O)OCc1n(C)cc[n+]1C	-6%	-1%	0%	-16	5%	-5%	13	6%	0%	0%	5
COc1ccccc1N1CCN(Cc2ccc(SC)cc2)CC1	-1%	1%	0%	-20	4%	-7%	?	33%[activator]	0%	-4%	0
Cc1nn(-c2ccccc2)c(Cl)c1/C=N\NC(=O)c1cnccn1	-3%	6µM*	16%	-2	-5%	14%	4	19%	-2%	22%	0
COc1ccc(N=C(C)c2c(O)n(C)c(=O)n(C)c2=O)c(OC)c1	-3%	?	1%	1	-9%	-5%	4	5%	-25%	7%	-14
CC12CN3C(O)C(C)(C1)CC(C)(C2)C3O (configuration not stated)	-6%	7%	2%	-2	6%	-3%	3	4%	2%	-3%	0
O=c1c(/C=N/N2CCOCC2)c(O)n(-c2ccccc2)c(=S)n1-c1ccccc1	-8%	0%	0%	0	16%	1%	1	2%	-6%	2%	5
CCOc1cc(/C=C2/C(=O)NC(=O)N(c3ccc(CC)cc3)C2=O)ccc1OC(=O)c1cccs1	-7%	2%	8%	3	-2%	1%	-11	4%	0%	-5%	1
CCOC(=O)C1=C(N)OC2=C(C(=O)CCC2)C12C(=O)Nc1ccccc12 (configuration not stated)	-1%	0%	-1%	0	6%	-3%	-3	-2%	-2%	4%	1
O=c1c2ccccc2[nH]c(=S)n1-c1cccnc1	-6%	0%	-2%	7	14%	0%	-20	3%	-1%	-4%	-8
O=C(O)Cn1cc(C(=O)c2ccccc2)c2ccccc21	-12%	-5%	-3%	-5	4%	-3%	8	-11%	0%	2%	5
O=C1OCc2cc(N=Nc3c(O)[nH]c(=O)[nH]c3=O)ccc21	-3%	?	-5%	-5	12%	-1%	-23	-16%	1%	2%	2
Cc1c(C(=O)c2ccccc2)c2ccccc2n1C	-2%	3%	-3%	8	9%	2%	-2	1%	2%	-7%	-5
CC(C)OCCCNC(=O)c1c(N)n(CC2CCCO2)c2nc3ccccc3nc12 (configuration not stated)	-8%	-2%	-4%	8	13%	-8%	1	14%	4%	-7%	-47*
CCOc1ccccc1C1SCC(=O)Nc2c1c(=O)[nH]n2C(CC)CC (configuration not stated)	-3%	2%	1%	11	18%	0%	-4	-2%	-4%	5%	2
COc1ccc2[nH]cc(CCN=C(N)N)c2c1	-2%	-1%	-11%	0	16%	-6%	13	3%	7%	-20%	1
CC(C)NS(=O)(=O)c1ccc(OCC(=O)N2CCN(Cc3ccccc3)CC2)c(Cl)c1	20µM*	-13%	0%	-5	?	1%	18	0%	-6%	-11%	1
COc1cccc(CNc2ccc(S(N)(=O)=O)cc2)c1OCc1ccccc1F	-11%	1%	-1%	-4	?	-4%	0	-7%	-1%	1%	0
N[C@@]1(C(=O)O)CC[C@@H](C(=O)O)C1	nt	3%	8%[46.1 µM]	27	nt	0%	22	0%	-8%	5%[46.1 µM]	nt
Cc1ccc(NC2=NCCCS2)c(C)c1C	-5%	0%	-6%	11	4%	-5%	0	-8%	-2%	-6%	-1
N=C1SCC(=O)N1Cc1ccccc1	-8%	-1%	-3%	6	13%	3%	-15	5%	-5%	3%	2
Cc1ccc(CN2C3CCCC2CC(NC(=S)NCc2ccccc2)C3)cc1 (configuration not stated)	18µM*	2%	0%	-3	2.8µM*	-4%	?	-9%	7%	0%	2
CC(C)NC(C)C(=O)C12CC3CC(CC(C3)C1)C2 (configuration not stated)	-5%	0%	-3%	-1	4%	-2%	-4	10%	5%	1%	1
CC(=O)NNC(=O)CN1C(=O)CN=C(c2ccccc2)c2cc(Br)ccc21	0%	-1%	-5%	0	1%	3%	2	4%	2%	-3%	2
CCCSc1ccc2nc(NC(=O)OC)[nH]c2c1	-14%	3µM*	24%	?	-22%	-1%	4	?	-7%	17%	4&5&-1
CC1CN=C(Nc2ccc(F)c(Cl)c2)S1 (configuration not stated)	-10%	0%	-2%	-13	?	2%	-6	-7%	1%	0%	4
COc1ccc(NC(=O)N2CCC3(CC2)OCCO3)c(OC)c1	6%	5%	-1%	24	0%	3%	6	5%	4%	-1%	3
O=C1N[C@H](Cc2ccccc2)COC(=O)[C@@H](Cc2ccc(F)cc2)C/C=C\C[C@H]1CC(=O)N(CCO)Cc1ccccc1	nt	nt	nt	-13	nt	-3%	-23	?	11%	nt	nt
CCOC(=O)c1c(C)n(CCOC)c2ccc(O)cc12	12%	-1%	-1%	13	13%	-2%	14	2%	-5%	-7%	1
Cc1ccc(P(=S)(c2ccc(C)o2)N2CCOCC2)o1	-2%	1%	-4%	4	7%	1%	12	2%	0%	-3%	0
COc1ccc(C2NCCc3[nH]cnc32)cc1 (configuration not stated)	-1%	-1%	-14%	-6	-16%	0%	25	4%	1%	-3%	1
CCOP(=O)(OCC)/C(C#N)=C/c1ccoc1	-3%	4%	1%	2	18%	0%	17	-4%	1%	-2%	-2
NCCc1c[nH]c2ccc(F)cc12	3%	2%	2%	nt	-9%	1%	nt	nt	?	-1%	1
Cc1cc(C=C2C(=O)N(C)C(=S)N(C)C2=O)c(C)n1C1CCCC1	26%	2.4µM*	0%	20	?	?	4	3%	0%	-9%	-3
c1ccc2c(CN3CCCCC3)c[nH]c2c1	-16%	-2%	1%	3	12%	-4%	16	?	0%	0%	0
CC(NC1CCCCC1)C(O)C12CC3CC(CC(C3)C1)C2 (configuration not stated)	-5%	0%	-6%	-10	-1%	-1%	3	-15%	0%	-3%	3
COc1cc(/C=C2\C(=O)NC(=O)N(CCc3ccc(F)cc3)C2=O)ccc1O	3%	?	0%	11	13%	4%	1	3%	-1%	3%	4
CC/C(=N\NC(=O)c1ccccc1)c1c(O)n(C2CCCCC2)c(=O)[nH]c1=O	?	-4%	1%	-13	14µM*	6%	20	-20%	2%	0%	4
Cc1cc(OCc2nn[nH]n2)c2c3c(c(=O)oc2c1)CCCC3	5%	2%	0%	9	28%	3%	10	0%	3%	0%	29
COc1ccc(C)cc1NC(=O)c1c(C)nn(Cc2ccccc2)c1Cl	-10%	-16%	-1%	5	?	-7%	9	-1%	-2%	-3%	2
C=CCN1C(=O)/C(=C/c2cccs2)C(=O)NC1=S	?	-18%	2%	9	-80%	-3%	2	2%	0%	-8%	0

Compound activity from PubChem.
